Assay outcomes (PubChem BioAssay)
IDH1 mut inh = inhibitors of human IDH1 R132H; inhibition, % at 10 µM; hit rate 0.18% among 70,000; O75874; IDH1 R132H reductase, diaphorase/resazurin fluorescence, 60 min; in the data active = inhibition above about 34%;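 also: 0% = DMSO and 100% = no enzyme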
PRC2 inh = blocks human EZH2/PRC2 H3K27 methylation; Q15910; AID 651548; hit rate 0.35% among 57,000; DELFIA TRF, 1 h; inhibition, % at 12.5 µM;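 active = mean inhibition of replicates at least 50% and every single replicate also reaching 50%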;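 also: dimethyl H3K27 on biotinylated H3 21-44 peptide detected by antibody; plate controls were median neutral control wells for no effect and median positive control wells for full effect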
Target sequence (Q15910 whole entry, looked up): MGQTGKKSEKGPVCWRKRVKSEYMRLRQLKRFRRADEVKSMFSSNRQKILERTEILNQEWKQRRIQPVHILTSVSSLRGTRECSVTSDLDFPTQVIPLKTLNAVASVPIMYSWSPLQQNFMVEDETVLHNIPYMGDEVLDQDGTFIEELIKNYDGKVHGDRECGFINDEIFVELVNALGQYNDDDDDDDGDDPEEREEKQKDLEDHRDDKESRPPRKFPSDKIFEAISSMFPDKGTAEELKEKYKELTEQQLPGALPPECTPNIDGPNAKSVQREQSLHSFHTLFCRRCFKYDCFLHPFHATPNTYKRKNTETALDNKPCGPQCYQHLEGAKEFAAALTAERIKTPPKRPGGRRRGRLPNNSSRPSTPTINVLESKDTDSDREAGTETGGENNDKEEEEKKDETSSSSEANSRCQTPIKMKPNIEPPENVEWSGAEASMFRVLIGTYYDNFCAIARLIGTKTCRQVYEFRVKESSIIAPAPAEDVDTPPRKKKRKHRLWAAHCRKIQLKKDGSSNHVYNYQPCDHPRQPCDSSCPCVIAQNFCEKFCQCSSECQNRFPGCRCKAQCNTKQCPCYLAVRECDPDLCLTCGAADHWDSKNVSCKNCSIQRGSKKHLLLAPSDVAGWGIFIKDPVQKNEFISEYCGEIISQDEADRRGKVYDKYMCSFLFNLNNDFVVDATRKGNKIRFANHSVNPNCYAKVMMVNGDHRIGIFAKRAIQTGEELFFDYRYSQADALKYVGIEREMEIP
* hit, by the source's call; . = not tested or not shown. A portion of the library; count on the stated rates, not on these rows.

SMILES	IDH1 mut inh	PRC2 inh
COc1cccc(NC(=O)N(C)C[C@H]2Oc3ncc(/C=C/c4ccccc4)cc3C(=O)N([C@@H](C)CO)C[C@@H]2C)c1	.	-20.7
C[C@@H]1CN([C@@H](C)CO)C(=O)c2cc(NS(=O)(=O)c3ccccc3)ccc2O[C@H]1CN(C)CC1CCCCC1	.	10.3
COc1cc(O)c2c(c1)OC(c1ccc(O)cc1)CC2=O (stereo not drawn)	0.1	-3.9
CC(C)NC(=O)N(C)C[C@H]1Oc2cc(C#C[C@@H](C)O)ccc2S(=O)(=O)N([C@H](C)CO)C[C@@H]1C	-0.3	-1.4
CCOC(=O)NC(=O)CSc1nc2ccccc2s1	-0.4	-0.2
C[C@H]1CN([C@@H](C)CO)C(=O)c2cc(NC(=O)CCCN(C)C)ccc2O[C@@H]1CN(C)C(=O)Nc1ccccc1	-1.6	-8.1
C[C@H]1CN([C@@H](C)CO)C(=O)c2cc(NC(=O)CCCN(C)C)ccc2O[C@H]1CN(C)Cc1ccc(C(=O)O)cc1	6.3	-1.7
CO[C@H](CN(C)C(=O)c1ccccc1F)[C@H](C)CN([C@@H](C)CO)S(=O)(=O)c1ccc(Cl)cc1	0.0	-1.2
O=C(C[C@H]1C[C@@H]2c3cc(NC(=O)Nc4ccccc4)ccc3O[C@@H]2[C@H](CO)O1)NCc1cccc(F)c1	0.6	-7.9
Cc1cc2nc(SCc3ccccc3C#N)[nH]c2cc1C	-0.4	-11.5

Some of the entries above in a different format:
The line under a structure holds: IDH1 mut inh, PRC2 inh
C[C@H]1CN([C@@H](C)CO)C(=O)c2cc(NC(=O)CCCN(C)C)ccc2O[C@H]1CN(C)Cc1ccc(C(=O)O)cc1
 : 6.3, -1.7
CO[C@H](CN(C)C(=O)c1ccccc1F)[C@H](C)CN([C@@H](C)CO)S(=O)(=O)c1ccc(Cl)cc1
 : 0.0, -1.2
CCOC(=O)NC(=O)CSc1nc2ccccc2s1
 : -0.4, -0.2

The list goes on:
SMILES	IDH1 mut inh	PRC2 inh
COc1ccccc1C(=O)Nc1ccc2c(c1)C(=O)N(C)C[C@@H](OC)[C@H](C)CN(C)[C@@H](C)CO2	-0.1	4.1
C[C@H](CO)N1C[C@H](C)[C@@H](CN(C)C(=O)Cc2cccnc2)Oc2ncc(-c3cncnc3)cc2C1=O	.	-1.4
C[C@@H]1CN([C@@H](C)CO)C(=O)Cc2cc(NC(=O)Cc3cn(C)c4ccccc34)ccc2O[C@H]1CN(C)S(=O)(=O)c1ccc(Cl)cc1	-2.5	.
O=S(=O)(N[C@H]1CC[C@H](CCn2cc(-c3cccnc3)nn2)O[C@@H]1CO)c1ccccc1	-0.1	4.9
C[C@H]1CN([C@@H](C)CO)C(=O)c2cc(N(C)C)ccc2O[C@H]1CN(C)Cc1ccc(Oc2ccccc2)cc1	0.0	-2.7
CCC(=O)N(C)C[C@@H]1Oc2cc(C#CCOC)ccc2S(=O)(=O)N([C@@H](C)CO)C[C@H]1C	0.4	.
COc1ccc([N+](=O)[O-])cc1NC(=O)c1ccccc1N(C)S(=O)(=O)c1ccc(C)cc1	0.1	-2.6
COCC(=O)Nc1ccc2c(c1)C(=O)N(C)C[C@@H](OC)[C@@H](C)CN(C(=O)c1ccccc1F)[C@@H](C)CO2	0.0	-3.8
Cc1noc(C)c1S(=O)(=O)Nc1ccc2c(c1)C(=O)N([C@@H](C)CO)C[C@H](C)[C@H](CN(C)C)O2	3.1	-6.9
C[C@H](CO)N1C[C@H](C)[C@H](CN(C)CC2CCOCC2)Oc2ncc(C#Cc3ccc(F)cc3)cc2C1=O	-4.5	-14.5
Cc1noc(C)c1NC(=O)N(C)C[C@@H]1Oc2ccc(NC(=O)Nc3cccc4ccccc34)cc2C(=O)N([C@@H](C)CO)C[C@@H]1C	-5.2	.
C[C@@H]1CCCCO[C@@H](CN(C)S(=O)(=O)c2ccccc2)[C@H](C)CN([C@@H](C)CO)C(=O)c2cc(NC(=O)Nc3ccccc3)ccc2O1	-2.8	.
CC(C)NC(=O)N(C)C[C@H]1OCCCC[C@H](C)Oc2ccc(NS(=O)(=O)c3ccccc3)cc2C(=O)N([C@H](C)CO)C[C@H]1C	-3.1	.
C[C@H]1CN([C@@H](C)CO)C(=O)c2cc(NC(=O)Nc3cccc4ccccc34)ccc2O[C@@H]1CN(C)CC1CCCCC1	-4.2	.
CC(C)NC(=O)N(C)C[C@H]1OCc2cn(nn2)CCCC(=O)N([C@@H](C)CO)C[C@H]1C	1.0	-3.0
C[C@H](CO)N1C[C@H](C)[C@@H](CN(C)C(=O)c2ccccc2)OCCCC[C@H](C)Oc2ccc(NC(=O)CCCN(C)C)cc2C1=O	-2.2	3.9
CC(C)CC#Cc1cnc2c(c1)C(=O)N([C@@H](C)CO)C[C@H](C)[C@@H](CN(C)Cc1ccc(C(=O)O)cc1)O2	0.8	.
CCCC(=O)Nc1ccc2c(c1)OC[C@H](C)N(Cc1ccc(F)cc1)C[C@@H](C)[C@H](OC)CN(C)C2=O	0.0	3.1
Cc1ccccc1S(=O)(=O)NCC[C@H]1CC[C@@H](NS(=O)(=O)c2ccccc2C)[C@@H](CO)O1	-0.3	4.5
C[C@H](CO)N1C[C@H](C)[C@@H](CN(C)C(=O)c2ccc(N3CCN(C)CC3)cc2)OCc2cn(nn2)CCCC1=O	-0.5	5.8
CO[C@H]1CN(C)C(=O)c2cc(NC(=O)NC(C)C)ccc2OC[C@@H](C)N(Cc2ccccc2)C[C@@H]1C	-0.1	-5.7
O=C(C[C@@H]1C[C@H]2c3cc(NC(=O)CC4CC4)ccc3O[C@H]2[C@@H](CO)O1)NCc1ccncc1	-0.2	-26.0
COc1ccc(Cl)cc1NC(=O)Cn1cnc2c1c(=O)n(C)c(=O)n2C	-0.6	-1.9
COc1ccc(-c2cc(=O)[nH]c(SCc3nc4ccccc4c(=O)[nH]3)n2)cc1	0.2	-7.7
COc1ccc(S(=O)(=O)Nc2ccc3c(c2)C(=O)N([C@@H](C)CO)C[C@H](C)[C@@H](CN(C)C(=O)c2ccccc2)OCCCC[C@@H](C)O3)cc1	1.6	.
Cc1noc(C)c1S(=O)(=O)N(C)C[C@H]1Oc2c(NC(=O)C3CC3)cccc2C(=O)N([C@H](C)CO)C[C@H]1C	2.0	.
Cc1ccc(S(=O)(=O)N(C)C[C@@H]2Oc3c(NC(=O)c4cc(C)nn4C)cccc3C(=O)N([C@@H](C)CO)C[C@@H]2C)cc1	0.6	.
O=C(CCN1CCCCC1)N[C@H]1C=C[C@@H](CC(=O)N2CCC(Cc3ccccc3)CC2)O[C@@H]1CO	-0.1	5.2
C[C@H]1CN([C@@H](C)CO)C(=O)c2cc(NC(=O)Cc3cn(C)c4ccccc34)ccc2O[C@@H]1CN(C)C(=O)Nc1cccc2ccccc12	-2.9	.
CO[C@@H]1CN(C)C(=O)c2ccc(NC(=O)NC3CCCCC3)cc2OC[C@@H](C)N(C)C[C@H]1C	-0.4	-12.7
O=C(CCCCC(=O)N/N=C/c1ccncc1Br)NO	.	6.2
C[C@@H]1CCCCO[C@H](CN(C)CC2CCCCC2)[C@@H](C)CN([C@H](C)CO)C(=O)c2cc(NS(=O)(=O)c3ccc(Cl)cc3)ccc2O1	-9.7	.
C[C@H](CO)N1C[C@H](C)[C@H](CN(C)C(=O)Cc2cccnc2)Oc2ncc(C#Cc3ccccc3F)cc2C1=O	-0.4	-10.8
CNC[C@H]1Oc2ccc(NC(=O)Nc3c(C)noc3C)cc2C(=O)N([C@@H](C)CO)C[C@@H]1C	.	3.1
CCOc1ccccc1NC(=O)CSc1c(C)n[nH]c1C	0.3	-9.6
C[C@@H]1CN([C@H](C)CO)C(=O)c2cc(C3=CCCCC3)cnc2O[C@@H]1CN(C)C(=O)c1cccnc1	.	-1.8
COc1ccc2c(c1)[C@@]1(C)CCC(=O)C[C@H]1CC2	-0.1	17.3
COc1ccc(C#Cc2ccc3c(c2)[C@]2(C(=O)N3)[C@H](C(N)=O)[C@H]3C(=O)O[C@H](c4ccccc4)[C@H](c4ccccc4)N3[C@@H]2c2ccc(OCCO)cc2)cc1	.	-44.8
CC(C)NC(=O)N(C)C[C@H]1Oc2ncc(C#CC3CC3)cc2C(=O)N([C@@H](C)CO)C[C@@H]1C	-0.1	7.2
Cc1noc(C)c1NC(=O)N(C)C[C@H]1Oc2ccc(NC(=O)C3CC3)cc2C(=O)N([C@@H](C)CO)C[C@@H]1C	-0.1	-6.8
CC(C)(C)[S@@](=O)N1Cc2cc(C(=O)N3CCc4ccccc4C3)nc(-c3cccc(-c4cccnc4)c3)c2[C@H]1CCO	-0.1	-1.3
CO[C@@H]1CN(C)C(=O)c2cc(NC(=O)c3cnccn3)ccc2OC[C@@H](C)N(C(C)=O)C[C@@H]1C	0.4	17.0
COc1ccc(S(=O)(=O)N(C)C[C@@H]2Oc3ccc(N(C)C)cc3CC(=O)N([C@H](C)CO)C[C@H]2C)cc1	-0.5	-0.7
CCC(=O)N[C@H]1CC[C@@H](CCNC(=O)Nc2ccc(F)cc2)O[C@H]1CO	0.0	2.4
Cc1noc(C)c1NC(=O)Nc1ccc2c(c1)CC(=O)N([C@H](C)CO)C[C@@H](C)[C@H](CN(C)Cc1ccccc1)O2	2.3	3.0
C[C@@H]1CN([C@H](C)CO)S(=O)(=O)c2ccc(/C=C/c3ccccc3)cc2O[C@@H]1CN(C)C(=O)Nc1ccc(F)cc1	1.1	-18.5
COc1ccc(NC(=O)N(C)C[C@H]2OCCCC[C@@H](C)Oc3ccc(NS(=O)(=O)c4ccc(Cl)cc4)cc3C(=O)N([C@@H](C)CO)C[C@H]2C)cc1	5.4	.
C[C@H](CO)N1C[C@H](C)[C@@H](CN(C)Cc2ccccc2C(=O)O)Oc2cc(-c3ccc(F)cc3)ccc2S1(=O)=O	.	0.3
O=C(Nc1cc(F)ccc1F)N[C@H]1CC[C@H](CCNC(=O)c2cnccn2)O[C@H]1CO	0.6	3.6
C[C@H]1CN([C@@H](C)CO)C(=O)Cc2cc(NC(=O)Nc3cccc4ccccc34)ccc2O[C@H]1CN(C)C(=O)NC1CCCCC1	-1.7	7.2

Next section.
SMILES	IDH1 mut inh	PRC2 inh
C/C=C/c1ccc2c(c1)O[C@H](CN(C)Cc1ccccn1)[C@H](C)CN([C@H](C)CO)S2(=O)=O	0.8	-1.8
CCS(=O)(=O)NCC[C@H]1CC[C@H](NC(=O)Nc2cc(Cl)cc(Cl)c2)[C@H](CO)O1	0.0	-9.8
CN(C)C(=O)[C@]1(Cc2ccccc2N=[N+]=[N-])N=C(c2ccc(OCCCO)cc2)O[C@@H]1c1ccccc1	.	-5.5
O=C(C[C@@H]1C=C[C@@H](NC(=O)C2CC2)[C@@H](CO)O1)NCc1ccccc1Cl	-0.8	-4.6
C/C=C/c1ccc2c(c1)O[C@@H](CN(C)C)[C@H](C)CN([C@H](C)CO)S2(=O)=O	-2.5	-1.1
C[C@H]1CN([C@@H](C)CO)C(=O)Cc2cc(NC(=O)Cc3cn(C)c4ccccc34)ccc2O[C@H]1CN(C)S(=O)(=O)c1cn(C)cn1	-25.6	.
O=C(Nc1ccccc1F)N[C@@H]1C=C[C@@H](CC(=O)N2CCCCC2)O[C@@H]1CO	0.5	14.1
CO[C@H]1CN(C)C(=O)c2ccc(NC(=O)Nc3ccccc3F)cc2OC[C@H](C)N(C(C)=O)C[C@H]1C	-0.1	-5.6
C[C@@H]1CN([C@H](C)CO)C(=O)Cc2cc(NC(=O)Nc3cccc4ccccc34)ccc2O[C@@H]1CN(C)C(=O)NC1CCCCC1	-2.3	-0.1
C[C@@H]1CN([C@H](C)CO)C(=O)c2cc(NC(=O)Cc3cn(C)c4ccccc34)ccc2O[C@@H]1CN(C)C(=O)Nc1ccc(C(F)(F)F)cc1	0.0	.

Arranged by count of non-hydrogen atoms (smallest number first): five of the compounds above
SMILES	IDH1 mut inh	PRC2 inh
O=C(C[C@@H]1C=C[C@@H](NC(=O)C2CC2)[C@@H](CO)O1)NCc1ccccc1Cl	-0.8	-4.6
O=C(Nc1ccccc1F)N[C@@H]1C=C[C@@H](CC(=O)N2CCCCC2)O[C@@H]1CO	0.5	14.1
C/C=C/c1ccc2c(c1)O[C@H](CN(C)Cc1ccccn1)[C@H](C)CN([C@H](C)CO)S2(=O)=O	0.8	-1.8
CN(C)C(=O)[C@]1(Cc2ccccc2N=[N+]=[N-])N=C(c2ccc(OCCCO)cc2)O[C@@H]1c1ccccc1	.	-5.5
C[C@H]1CN([C@@H](C)CO)C(=O)Cc2cc(NC(=O)Cc3cn(C)c4ccccc34)ccc2O[C@H]1CN(C)S(=O)(=O)c1cn(C)cn1	-25.6	.

Further results.
SMILES	IDH1 mut inh	PRC2 inh
CC(C)NC(=O)Nc1ccc2c(c1)C(=O)N([C@H](C)CO)C[C@@H](C)[C@@H](CN(C)C(=O)Nc1ccc3c(c1)OCO3)O2	0.2	.
C[C@@H]1CN([C@H](C)CO)C(=O)c2cc(NC(=O)c3ccncc3)ccc2O[C@@H]1CN(C)C(=O)Nc1ccc2c(c1)OCO2	1.2	.
C[C@@H]1CN([C@@H](C)CO)S(=O)(=O)c2ccc(C#CC(C)(C)O)cc2O[C@H]1CN(C)C	-0.8	-4.6
CCc1ccccc1N(CC(=O)NC)S(C)(=O)=O	-0.3	-13.9
Cc1nn(C(C)(C)C)c(OC(=O)c2cccc(Br)c2)c1S(=O)(=O)c1ccccc1	-0.1	5.4
O=C(Cc1ccccn1)N[C@@H]1CC[C@@H](CCNS(=O)(=O)c2cccc(F)c2)O[C@@H]1CO	0.0	3.8
COc1ccc(-c2ccc3c(c2)O[C@H](CN(C)C(C)=O)[C@@H](C)CN([C@H](C)CO)S3(=O)=O)cc1	53.6*	-5.0
COc1ccccc1NC(=O)C1=C(C)Nc2nnnn2C1c1ccccc1OCc1ccccc1 (stereo not drawn)	0.5	-7.5
Cc1ccc(C)c(NC(=O)c2ccc(OCC(=O)Nc3ccc(Cl)c(Cl)c3)cc2)c1	0.2	-1.1
